From PubChem BioAssay
GASC1 inh = inhibitors of GASC-1 (KDM4C) histone demethylase, primary screen, biochemical, single concentration HTS | inhibition, % at 12.5 µM | hit rate 0.15% among 96,000 | GST-KDM4C 2-372, H3K9me3 peptide, LANCE TR-FRET | Lysine-specific demethylase 4C (Homo sapiens), Q9H3R0 | AID 720574, 2013;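 active means mean replicate inhibition above about 25%, with at least 55% of replicates also reaching it, limit read from the data, passing the limit was not always enough; inconclusive means only one of those two conditions met; inactive means neither condition met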
Target sequence (Q9H3R0 2-372 limits assumed): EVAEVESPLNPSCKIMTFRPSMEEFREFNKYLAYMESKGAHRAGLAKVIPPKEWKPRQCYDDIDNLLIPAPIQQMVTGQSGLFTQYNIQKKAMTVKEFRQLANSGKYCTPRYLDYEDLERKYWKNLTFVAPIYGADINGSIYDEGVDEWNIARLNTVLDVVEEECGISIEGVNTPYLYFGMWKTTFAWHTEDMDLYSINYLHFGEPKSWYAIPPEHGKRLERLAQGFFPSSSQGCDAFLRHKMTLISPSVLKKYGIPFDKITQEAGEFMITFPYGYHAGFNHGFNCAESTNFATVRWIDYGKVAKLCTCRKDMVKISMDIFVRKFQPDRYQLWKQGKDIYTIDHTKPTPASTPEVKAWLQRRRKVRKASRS
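System: N-terminal GST-fused human GASC-1 (KDM4C) fragment, residues 2-372 / Amount: 10 nM GST-KDM4C in enzyme reaction / Also added: H3K9me3 peptide with Fe(II)/2OG / Times: 30 min demethylation and 1 h detection at room temperature / Signal: LANCE TR-FRET / Read-out basis: Fall in 671/618 emission ratio as inhibition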
Tcruzi prolif = T. cruzi intracellular proliferation inhibitors, primary screen, cell-based, beta-gal Tulahuen parasites, NIH3T3 host, luminescence. T. cruzi beta-gal in NIH3T3, GalScreen luminescence, 90 h. inhibition, % at 8.34 µM. hit rate 5.9% among 77,000;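 active means mean inhibition above about 93%, with at least 55% of replicates each passing it, limit read from the data, passing the limit was not always enough; inconclusive means only one of those two conditions holds; inactive means neither condition holds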
C diff growth = C. difficile growth inhibitors, primary screen, HTS. Clostridium difficile clinical isolate growth, OD600, 24 h; stronger effect = lower value. growth activity, negative = inhibition, % at 16 µg/mL (by protocol). hit rate 0.25% among 86,000;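 active means mean growth activity at or below -80% and every replicate also at or below -80%; inconclusive means mean at or below -80% but some replicate above -80%; inactive means mean growth activity above -80%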;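 further: 0% = DMSO wells and -100% = levofloxacin 16 µg/mL wells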
Pf Dd2 growth = P. falciparum Dd2 growth inhibitors, primary screen, SYBR Green fluorescence, single dose replicates; 72 h; stronger effect = lower value; activity change, % at 10 µM; hit rate 2.3% among 94,000; in the data active means activity change below about -80%; inconclusive means no clear call, values can overlap the other calls
An asterisk follows results filed as active; ? = inconclusive; / = no result given; & = joins results of further samples.

SMILES	GASC1 inh	Tcruzi prolif	C diff growth	Pf Dd2 growth
O=C(C[C@@H]1CC[C@H]2[C@@H](COC[C@H](O)CN2C(=O)Nc2ccc(Cl)cc2)O1)NCC1CC1	-0.3	10	5	5
CCC(=O)Nc1ccc2c(c1)OC[C@H](C)N(Cc1ccncc1)C[C@H](C)[C@@H](OC)CN(C)C2=O	-0.7	32	/	6
CN1c2ccc(-c3ccccc3F)cc2[C@@H]2[C@@H](CCN2C(=O)Nc2ccc(F)cc2)[C@@H]1CO	0.1	107*	-10	1
O=C(C[C@@H]1C[C@H]2c3cc(NC(=O)CC4CC4)ccc3O[C@H]2[C@@H](CO)O1)NCc1cccnc1	-4.2	29	-3	9
Cc1ccc(S(=O)(=O)Nc2ccc3c(c2)C(=O)N([C@@H](C)CO)C[C@H](C)[C@H](CN(C)S(=O)(=O)c2ccccc2)OCCCC[C@@H](C)O3)cc1	-1.8	105*	-4	-52
C[C@H](CO)N1C[C@H](C)[C@@H](CN(C)C(=O)Nc2ccccc2)Oc2ccc(NC(=O)Nc3ccc(C(F)(F)F)cc3)cc2C1=O	-2.3	/	0	-35
O=C(N[C@H]1CC[C@@H](CCn2cc(C3CCCC3)nn2)O[C@H]1CO)c1cccnc1	-1.1	/	2	9
CNC[C@H]1OCCCC[C@@H](C)Oc2ccc(NC(=O)Nc3cccc4ccccc34)cc2C(=O)N([C@H](C)CO)C[C@@H]1C	-2.6	10	4	24
C[C@@H]1CN([C@@H](C)CO)C(=O)Cc2cc(NC(=O)Nc3ccc(C(F)(F)F)cc3)ccc2O[C@H]1CN(C)C(=O)Nc1ccc2c(c1)OCO2	-0.1	/	-1	-42
COc1ccc(S(=O)(=O)Nc2ccc3c(c2)C(=O)N([C@@H](C)CO)C[C@@H](C)[C@@H](CN(C)Cc2ccc(Cl)c(Cl)c2)OCCCC[C@@H](C)O3)cc1	1.4	/	52	-68
C[C@@H]1CN([C@@H](C)CO)C(=O)c2cc(NS(=O)(=O)c3ccc(Cl)cc3)ccc2O[C@@H]1CN(C)Cc1ccccc1	0.7	40	5	-16
CCNC(=O)[C@H]1[C@H](CO)[C@H]2Cn3c(ccc(C4=CCCC4)c3=O)[C@@H]1N2Cc1cccnc1	-0.6	1	-2	7
Cc1ccc(S(=O)(=O)N[C@H]2C=C[C@H](CC(=O)O)O[C@@H]2CO)cc1	2.1	40	-2	-18
CCNC(=O)C[C@H]1CC[C@H]2[C@H](COc3ccc(NC(=O)Nc4ccccc4C)cc3C(=O)N2C)O1	-2.4	27	-10	-15
COC(=O)C[C@@H]1CC[C@@H]2[C@@H](COc3ccc(NC(=O)Cc4cccs4)cc3C(=O)N2C)O1	0.2	-128	-6	/
C[C@H]1CN([C@@H](C)CO)C(=O)Cc2cc(NC(=O)CCN3CCOCC3)ccc2O[C@@H]1CN(C)Cc1ccc(Cl)c(Cl)c1	11	-16	-9	-27
CNC[C@H]1OCCCC[C@H](C)Oc2ccc(NS(=O)(=O)c3cn(C)cn3)cc2C(=O)N([C@@H](C)CO)C[C@@H]1C	2.8	70	1	25
C[C@H]1CN([C@@H](C)CO)C(=O)c2cc(C#CCN(C)C)cnc2O[C@@H]1CN(C)C(=O)NC1CCCC1	-0.6	-109	1	26
C[C@H](CO)N1C[C@H](C)[C@H](CN(C)Cc2ccc(C(=O)O)cc2)Oc2ccc(NS(=O)(=O)c3ccc(Cl)cc3)cc2CC1=O	2.3	-21	-2	23
CC(C)NC(=O)N(C)C[C@@H]1Oc2ccc(NS(=O)(=O)c3ccccc3)cc2C(=O)N([C@@H](C)CO)C[C@H]1C	-0.7	22	2	9
COc1ccc(S(=O)(=O)N(C)C[C@H]2OCCCC[C@H](C)Oc3ccc(NC(=O)c4ccccc4)cc3C(=O)N([C@H](C)CO)C[C@H]2C)cc1	0.2	57	16	-87*
C[C@@H]1CCCCO[C@@H](CN(C)Cc2ccccc2)[C@H](C)CN([C@@H](C)CO)C(=O)c2cc(NS(=O)(=O)c3ccc(F)cc3)ccc2O1	-0.3	22	-3	-40
C[C@H](O)C#Cc1cnc2c(c1)C(=O)N([C@H](C)CO)C[C@@H](C)[C@@H](CN(C)C(=O)CN1CCOCC1)O2	-0.1	41	-2	37
COc1cccc(S(=O)(=O)N2CCCCN3[C@H](CO)[C@H](c4ccc(C#CCC(C)C)cc4)[C@H]3C2)c1	-2.7	12	13	-70
C[C@H](CO)N1C[C@H](C)[C@H](CN(C)C(=O)Nc2ccccc2)Oc2ncc(-c3cccc(C(F)(F)F)c3)cc2C1=O	-0.7	91	18	-26
CO[C@@H]1CN(C)C(=O)c2ccc(NC(=O)Nc3c(C)noc3C)cc2OC[C@@H](C)N(C)C[C@@H]1C	-1.5	0	/	32
CC(=O)N1[C@@H]2c3ccc(-c4ccccc4)c(=O)n3C[C@H]1[C@H](CO)[C@H]2C(=O)NC1Cc2ccccc2C1	-1.8	74	0	-7
C[C@H](CO)N1C[C@H](C)[C@@H](CN(C)C(=O)Nc2ccnc(N3CCOCC3)c2)OCc2cnnn2CCCC1=O	-1.9	13&-21	-1	2&-2
CC(=O)N1[C@@H]2CN(S(=O)(=O)c3ccccc3)c3ccccc3[C@@H]2[C@@H]1CO	-2.8	49	-5	-2
O=C(Nc1cccc(F)c1)N1CC(=O)N2[C@@H](CO)[C@H](c3ccc(C#CC4CC4)cc3)[C@@H]2C1	-1.1	/	-22	9
C[C@@H]1CN([C@@H](C)CO)C(=O)c2cccc(NS(=O)(=O)c3cccs3)c2O[C@H]1CN(C)Cc1ccc(C(F)(F)F)cc1	-2.3	7	0	-56
CC(=O)N1[C@H](CNC(=O)CN(C)C)[C@@H](c2ccc(C3=CCCC3)cc2)[C@@H]1CO	3.7	-34	1	17
C[C@@H]1CN([C@@H](C)CO)C(=O)c2cc(NC(=O)c3ccccc3)ccc2O[C@@H](C)CCCCO[C@H]1CN(C)C(=O)CCCN(C)C	-2.0	47	6	2
O=C(C[C@@H]1CC[C@H]2[C@@H](COC[C@H](O)CN2C(=O)c2ccncc2)O1)NCc1cc(F)cc(F)c1	0.7	35	/	7
CNC[C@H]1Oc2cc(-c3ccc(C(=O)N(C)C)cc3)ccc2S(=O)(=O)N([C@@H](C)CO)C[C@@H]1C	0.0	41	0	-39
CO[C@@H]1CN(C)C(=O)c2ccc(NC(C)=O)cc2OC[C@@H](C)N(CCC(F)(F)F)C[C@@H]1C	1.1	/	-3	-35
C[C@H](CO)N1C[C@H](C)[C@H](CN(C)C(=O)c2ccccn2)Oc2ncc(C3=CCCC3)cc2C1=O	1.9	/	-2	-17
C[C@@H]1CN([C@@H](C)CO)C(=O)CCCn2nncc2CO[C@@H]1CN(C)C(=O)C1CC1	0.3	-14	-4	-11
C[C@H](CO)N1C[C@H](C)[C@H](CN(C)C(=O)Nc2ccc(N3CCCCC3)cc2)OCc2cn(nn2)CCCC1=O	-0.3	23	0	-4
COc1ccc(S(=O)(=O)Nc2ccc3c(c2)CC(=O)N([C@@H](C)CO)C[C@@H](C)[C@H](CN(C)S(=O)(=O)c2ccc(Cl)cc2)O3)cc1	-2.2	-1	-1	-35
COCC(=O)N1CC(=O)N2[C@H](CO)[C@H](c3ccc(C#CC4CCCC4)cc3)[C@H]2C1	0.6	/	-12	21
COCCNC(=O)[C@@H]1[C@@H](CO)[C@@H]2Cn3c(ccc(-c4ccccc4F)c3=O)[C@@H]2N1C(=O)C1CCC1	-0.4	/	10	43
CN1C(=O)c2cc(NS(C)(=O)=O)ccc2OC[C@H]2O[C@H](CC(=O)NCc3ccccc3)CC[C@H]21	-0.7	-20	-2	6
CNC[C@@H]1Oc2ccc(NS(=O)(=O)c3ccc(Cl)cc3)cc2CC(=O)N([C@H](C)CO)C[C@@H]1C	-1.2	/	-4	11
C[C@H]1CN([C@@H](C)CO)C(=O)Cc2cc(NC(=O)Cn3cnnn3)ccc2O[C@H]1CN(C)S(=O)(=O)c1cccs1	0.6	28	-4	-5
Cc1cccc(-c2ccc(C3[C@@H]4CN(C(=O)Cc5ccncc5)C[C@H]3N4)cc2)c1 (some centres not stated)	-1.7	/	-6	-14
C[C@@H]1CN([C@H](C)CO)S(=O)(=O)c2ccc(-c3ccncc3)cc2O[C@H]1CN(C)C(=O)Nc1ccc(C(F)(F)F)cc1	1.8	?	6	-42
C[C@H]1CN([C@@H](C)CO)C(=O)Cc2cc(NC(=O)Cn3cnnn3)ccc2O[C@@H]1CN(C)S(=O)(=O)c1ccc(F)cc1	0.9	20	-6	16
CC(C)C(=O)Nc1ccc2c(c1)C(=O)N(C)[C@@H]1CC[C@H](CC(=O)NC3CCCC3)O[C@H]1CO2	1.3	2	-1	-2
COCC#Cc1ccc([C@@H]2[C@@H](CO)N3C(=O)CN(C(=O)C4CCCC4)C[C@H]23)cc1	0.0	/	2	-30

Looked up above.
GASC1 inh result of `COCC(=O)N1CC(=O)N2[C@H](CO)[C@H](c3ccc(C#CC4CCCC4)cc3)[C@H]2C1` : 0.6
Tcruzi prolif result of `C[C@H]1CN([C@@H](C)CO)C(=O)Cc2cc(NC(=O)Cn3cnnn3)ccc2O[C@H]1CN(C)S(=O)(=O)c1cccs1` : 28
C diff growth result of `COCC#Cc1ccc([C@@H]2[C@@H](CO)N3C(=O)CN(C(=O)C4CCCC4)C[C@H]23)cc1` : 2

Next section
SMILES	GASC1 inh	Tcruzi prolif	C diff growth	Pf Dd2 growth
C[C@H](CO)N1C[C@H](C)[C@H](CN(C)C(=O)C2CCCCC2)OCCCC[C@H](C)Oc2ccc(NS(=O)(=O)c3ccc(F)cc3)cc2C1=O	-1.4	78	-9	-29
C[C@@H]1CCCCO[C@@H](CN(C)C(=O)c2ccccc2)[C@@H](C)CN([C@@H](C)CO)C(=O)c2cc(NS(=O)(=O)c3ccc(F)cc3)ccc2O1	-0.7	60	14	-53
CCCNC(=O)Nc1ccc2c(c1)C(=O)N(C)C[C@H](OC)[C@@H](C)CN(CCC)[C@H](C)CO2	3.5	-13	0	-3
CN(C)C(=O)c1ccc(-c2ccc([C@@H]3[C@H](C#N)N(C(=O)Cc4ccccn4)[C@H]3CO)cc2)cc1	1.1	39	-2	-12
CCc1nc(N2[C@@H](C#N)[C@H](c3ccccc3-c3ccc(F)cc3)[C@@H]2CO)sc1C	-1.4	/	34	-49
C[C@@H]1CCCCO[C@H](CN(C)Cc2ccccc2)[C@H](C)CN([C@H](C)CO)C(=O)c2cc(NC(=O)CCC(F)(F)F)ccc2O1	0.6	70	-2	-29
C[C@H](CO)N1C[C@H](C)[C@@H](CN(C)C(=O)NC2CCCCC2)Oc2cc(C#Cc3cccc(F)c3)ccc2S1(=O)=O	-3.2	/	/	1
CC(C)NC(=O)Nc1ccc2c(c1)C(=O)N([C@H](C)CO)C[C@@H](C)[C@H](CN(C)S(=O)(=O)c1cn(C)cn1)OCCCC[C@@H](C)O2	4.8	-30	-2	34
CCCNC(=O)[C@@H]1[C@@H](CO)[C@@H]2Cn3c(ccc(-c4ccc(F)cc4)c3=O)[C@@H]2N1CC1CC1	6.3	29	-1	2
CN(C)C(=O)c1cccc(-c2ccc(C3[C@H]4CNC[C@@H]3N4C(=O)NC3CCCC3)cc2)c1 (some centres not stated)	1.7&0.1	/	-4&-2	-1&5

Among those listed so far, three contain a thiophene ring, fused or not:
SMILES	GASC1 inh	Tcruzi prolif	C diff growth	Pf Dd2 growth
COC(=O)C[C@@H]1CC[C@@H]2[C@@H](COc3ccc(NC(=O)Cc4cccs4)cc3C(=O)N2C)O1	0.2	-128	-6	/
C[C@@H]1CN([C@@H](C)CO)C(=O)c2cccc(NS(=O)(=O)c3cccs3)c2O[C@H]1CN(C)Cc1ccc(C(F)(F)F)cc1	-2.3	7	0	-56
C[C@H]1CN([C@@H](C)CO)C(=O)Cc2cc(NC(=O)Cn3cnnn3)ccc2O[C@H]1CN(C)S(=O)(=O)c1cccs1	0.6	28	-4	-5

Next entries follow:
SMILES	GASC1 inh	Tcruzi prolif	C diff growth	Pf Dd2 growth
COc1ccc(-c2ccc([C@H]3[C@H]4CN(C(=O)C5CCCC5)CC(=O)N4[C@H]3CO)cc2)cc1	0.1	/	-5	-11
CN1C(=O)c2cc(NC(=O)Nc3ccccc3)ccc2OC[C@@H]2O[C@@H](CC(=O)O)CC[C@@H]21	3.2	-16	9	/
C[C@H]1CN([C@@H](C)CO)C(=O)CCCn2cc(nn2)CO[C@H]1CN(C)C(=O)CCCN(C)C	0.4	17	/	5
Cc1noc(C)c1NC(=O)Nc1cccc2c1O[C@@H](CN(C)Cc1ccc(C(=O)O)cc1)[C@@H](C)CN([C@@H](C)CO)C2=O	10	-106	3	22
CNC[C@H]1Oc2cc(-c3cncnc3)ccc2S(=O)(=O)N([C@H](C)CO)C[C@@H]1C	0.1	80	1	/

Rows were taken by chance. Share with any hit: about 6.7%.
